Assay outcomes: PubChem, National Center for Advancing Translational Sciences (NCATS)
IL1B secr inh: inflammasome signaling inhibition, IL-1 beta readout; THP-1 LPS/ATP IL-1B secretion, AlphaLISA, 16 h; stronger effect = lower value; 360,000 tested, 4.7% active; activity change, % at 57.5 µM; AID 743279; in the data active = activity change below about -50%; inconclusive = mostly about -30% to -49%; note: % is set by controls: 0 for no effect and ±100 for the full control effect
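Secreted IL-1B measured by AlphaLISA bead assay after 16 h compound exposure of THP-1 cells; compounds (final up to 57.5 uM) added 1 h before LPS (250 ng/mL) and ATP (1.25 mM) stimulation; lower signal means less secretion.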
HT1080-NT tox: kills 2HG-producing HT-1080-NT fibrosarcoma cells; 360,000 tested, 1.6% active; Potency, µM (highest dose often 46.1 µM), without a hit: top-dose activity, negative = less viability, actives largely listed as cytotoxic; HT-1080-NT fibrosarcoma viability, CellTiter-Glo ATP luminescence, 48 h; AID 686970;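 note: NT is the 2HG producing partner of a matched IDH1 knockdown line; potency is the fitted concentration of half-maximal effect; 0% = DMSO-treated cells and -100% = media-only wells without cells; nearly all actives have a fitted effect of over 55% in size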
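A 48-hour cytotoxicity screen used HT-1080-NT cells plated 2 hours before compound delivery. ATP-based CellTiter-Glo luminescence measured viability, normalized to DMSO and no-cell controls.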
S2 tox: reduces viability in counter-screen for ATXN expression inhibitors. S2 cells (HEK-293 line with an ATXN2-luciferase reporter) viability, CellTiter-Fluor protease fluorescence, 24 h. Potency, µM (doses to about 56.7 µM), actives largely listed as cytotoxic. 400,000 tested, 0.49% active. AID 651635; note: potency is the fitted concentration of half-maximal effect; nearly all actives have a fitted effect of over 40% in size
SW480 rerep: DNA re-replication induction in SW480 cells | SW480 DNA re-replication, Hoechst DNA content imaging, 48 h | Potency, µM (series often up to 46.1 µM), for inactives: at the highest dose re-replication activation, hits mostly activators | 340,000 tested, 1.8% active | AID 624297; note: potency is the fitted concentration of half-maximal effect; % of control where 0% means no effect; nearly all actives have a fitted effect of over 55% in size
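Readout is total intensity of Hoechst-stained nuclei, excited at 405 nm and collected at 500-530 nm. Compound treatment lasted 48 hr at 37 C in 5% CO2 before staining.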
HT1080 IDH1KD tx: kills HT-1080 cells with IDH1 knockdown | HT-1080 IDH1 knockdown viability, ATP luminescence, 48 h | Potency, µM (highest dose often 46.1 µM), for the others: at the highest dose activity, negative = toxicity, most hits filed as cytotoxic | 360,000 tested, 2% active;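 note: potency is the fitted concentration of half-maximal effect; 0% = DMSO wells and -100% = cell-free medium wells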
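Assay cells: HT-1080 with IDH1 knockdown, 750 per well, RPMI/5% FBS. Exposure: 48 h at 37 °C following 2 h pre-incubation. Read: CellTiter-Glo luminescence; fitted concentration-response, curve class assigned.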
ATXN2 expr inh: inhibitors of ATXN2 expression; HEK-293 ATXN2-luciferase reporter, luminescence, 24 h; 360,000 tested, 0.72% active; Potency, µM (top dose mostly 57 µM), inactives show at the highest dose activity change, negative = inhibition, hits mostly inhibitors; note: potency is the fitted concentration of half-maximal effect; % is set by controls: 0 for no effect and ±100 for the full control effect; nearly all actives have a fitted effect of over 55% in size
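ATXN2-luciferase reporter cells (luciferase flanked by upstream and downstream ATXN2 gene portions) were treated 24 h at 37 °C with compounds at up to 57 uM. SteadyGlo luminescence gave expression; GF-AFC fluorescence gave viability.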
KB-3-1 tox: KB-3-1 parental cell cytotoxicity. 400,000 tested, 1.4% active. Potency, µM (series often up to 46.1 µM), for the others: at the top dose activity change, negative = cytotoxic, actives largely listed as cytotoxic. KB-3-1 viability, CellTiter-Glo ATP luminescence, 72 h; note: potency is the fitted concentration of half-maximal effect; % is set by controls: 0 for no effect and ±100 for the full control effect; nearly all actives have a fitted effect of over 60% in size
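72 h, 37 °C compound treatment of KB-3-1 parental cells; CellTiter-Glo added, 10 min, luminescence read. Data corrected against DMSO-only plates and normalized before curve fitting.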
HepG2 tox: counter-screen for TGF-b inhibitors: cytotoxicity in HepG2 cells; Potency, µM (series often up to 46.1 µM), without a hit: at the highest dose activity change, negative = cytotoxicity, usual class: cytotoxic; 410,000 tested, 0.76% active; HepG2 CAGA-GFP viability, ATP luminescence, 18 h; AID 588856; note: potency is the fitted concentration of half-maximal effect; some results filed as inactive show a strong effect at the top dose
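HepG2 CAGA-GFP cells (1000/well, DMEM with 1% FBS) received compound, then TGF-beta at 500 pg/mL final, and were incubated 18 hours at 37 degrees C. Viability was read by CellTiter-Glo luminescence. Media-only wells were set as complete cell-killing and DMSO as no toxicity.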
MCF10A rerep: inducers of DNA re-replication in MCF 10A breast cells; MCF 10A DNA re-replication, Hoechst nuclear intensity, 48 h; Potency, µM (doses to about 46.1 µM), for inactives: top-dose activity, positive = re-replication, usual class: activators; 350,000 tested, 2.9% active; AID 624296; note: potency is the fitted concentration of half-maximal effect; % of control where 0% means no effect; nearly all actives have a fitted effect of over 50% in size
* hit, by the source's call; i = inactive; ? = inconclusive; nt = no result given; [ ] = another dose, or the depositor's remark. Unless noted, calls come from the whole dose curve; as a rule, active = well fitted curve in the direction sought with a large enough effect; inconclusive = small, poorly fitted or top-dose-only effect, or another doubt; inactive = no such curve, though single readings can be large; an effect the other way counts as inactive or inconclusive.

Results follow in this order: IL1B secr inh, HT1080-NT tox, S2 tox, SW480 rerep, HT1080 IDH1KD tx, ATXN2 expr inh, KB-3-1 tox, HepG2 tox, MCF10A rerep
[1] COc1ccc2cc(N=Cc3nc(-c4ccc(C)cc4)oc3O)cnc2c1
  0, 5%, i, -3%, 18%, -13%, 0%, 1%, ?
[2] CC(=O)SC1CC(=O)N(c2ccc(C(C)(C)C)cc2)C1=O (configuration not stated)
  -4, 3%, i, ?, ?, 12%, 0%, -15%, 0%
[3] CCOc1ccc(N(CC(=O)NC2CCCCC2C)S(=O)(=O)c2c(C)noc2C)cc1 (configuration not stated)
  12, 2%, i, 24%, 10%, 9%, -11%, -2%, -1%
[4] O=C(NCC(F)(F)F)c1ccc2sc([C@H]3C[C@H](O)[C@@H](CO)O3)nc2c1
  18, 12%, i, nt, 1%, 8%, 0%, 7%, nt
[5] COc1cc(-c2nnc(-c3cc(OC)c(OC)c(OC)c3)o2)cc(OC)c1OC
  -2, 4%, ?, -7%, -12%[9.24 µM], 0%, ?, 12%, 1%
[6] CCOC(=O)N1CCN(C(=O)CCS(=O)(=O)c2cc3c(cc2Cl)NC(=O)CO3)CC1
  20, -1%, i, -2%, -1%, 10%, ?, 5%, 3%
[7] Cc1ccccc1CSCC(=O)Nc1ccccc1Br
  0, 2%, i, -10%, 2%, 39%, -18%, -9%, 3%
[8] COc1ccc(/C=N/NC(=O)c2ccc(NC(=O)c3cccc([N+](=O)[O-])c3)cc2)c(OC)c1
  16, ?, i, 2%, -11%, 4%, 0%, -20%, -1%
[9] O=[N+]([O-])c1cccc(Cl)c1NCCNc1ncc(C(F)(F)F)cc1Cl
  -2, -8%, ?, -4%, -4%, 1%, 1%, 3%, -6%
[10] CC1(C(=O)NS(=O)(=O)c2ccccc2)CCN1C(=O)C1CCCCC1 (configuration not stated)
  26, ?, i, nt, 26%, 10%, 0%, 1%, nt
[11] Cc1ccc(NC(=O)C(OC(=O)c2ccc(O)cc2)c2ccccc2)cc1Cl (configuration not stated)
  -1, 0%, i, 5%, 5%, nt, -3%, 0%, 26µM*
[12] NC(=O)c1ccc(OCC2CCCO2)cc1 (configuration not stated)
  37, 14%, i, -17%, 19%, 6%, 14%, -15%, 1%
[13] CNc1nc(Nc2ccc(Br)cc2)nc(N)c1[N+](=O)[O-]
  26, ?, i, -66%[inhibitor], ?, 26%, 0.73µM*, -35%, ?
[14] CCN(CC)C(=O)c1sc2c(c1C)c(=O)n(-c1ccc(OC)cc1OC)c(=O)n2Cc1cc(C)ccc1C
  nt, nt, i, nt, nt, -7%, -15%, -38%, nt
[15] CCOC(=O)C1(CC2CCCCO2)CCN(C(=O)Nc2cccc(SC)c2)CC1 (configuration not stated)
  ?, -22%, i, -102%[inhibitor], 4%, 8%, -5%, 4%, 6%
[16] COc1ccc(OC)c(CC(NC(C)=O)C(=O)NC2CCN(C(=O)c3cccc(C)c3)CC2)c1 (configuration not stated)
  -5, 3%, i, 2%, 1%, -7%, 3%, -1%, 5%
[17] O=C(NNC(=O)c1ccc(F)c(S(=O)(=O)N2CCOCC2)c1)c1ccc([N+](=O)[O-])cc1
  10, ?, i, -2%, 0%, -28%, -26%, -4%, -12%
[18] CC(=O)c1ccc(S(=O)(=O)N2CCCCC2C(=O)O)cc1 (configuration not stated)
  6, 1%, i, -1%, 9%, nt, -3%, -3%, -6%
[19] O=C1C(Cl)=C(Nc2ccc(F)cc2)C(=O)N1CCc1ccccc1
  -148*, 7%, i, -30%[inhibitor], 0%, 28%, -5%, 0%, 25%
[20] O=c1cc(-c2ccccc2)[nH]n1-c1nc2ccccc2[nH]1
  13, 11µM*, ?, ?, 13µM*, ?, ?, -42%, -2%
[21] Cc1ccc(NC(=O)C(C)N2C(=O)c3ccccc3C2=O)cc1C (configuration not stated)
  -10, 3%, i, 4%, 0%, nt, 3%, -16%, 2%
[22] COc1cc(CCC(=O)OCC(=O)c2ccc[nH]2)cc(OC)c1OC
  1, -6%, i, -8%, -3%, 0%, nt, -19%, -9%
[23] C(/CCc1ccccc1)=N\Nc1nc2ccccc2[nH]1
  20, ?, i, ?, ?, nt, 3%, -1%, 5%
[24] O=C(/C=C/c1ccco1)N(Cc1ccccc1)C1CCS(=O)(=O)C1 (configuration not stated)
  17, 19%, i, 15µM*, 4%, 0%, 6%, 17%, 0%
[25] O=C(O)C1CC=CCC1C(=O)Nc1ccccc1C(=O)N1CCN(c2ccc(Cl)cc2)CC1 (configuration not stated)
  -9, -2%, i, 0%, 0%, -11%, 0%, -25%, 1%
[26] CC(C)N1CCC1(C)C(=O)Nc1cccc(C#N)c1 (configuration not stated)
  34, 6%, i, nt, ?, 18%, 0%, -2%, nt
[27] CCCCC(=O)Nc1ccc(NC(=O)CC)cc1OC
  -9, 14%, ?, 2%, 13%, -2%, 12%, 10%, -14%
[28] Cc1cccc2c1CC(C)(C)N/C2=C\C(N)=O
  -19, -1%, i, 0%, 0%, -7%, 1%, -7%, 2%
[29] CC1CCCCN1C(=O)NC1CC(=O)N(c2ccc3c(c2)OCCO3)C1 (configuration not stated)
  0, 13%, i, -6%, 6%, -3%, 7%, -14%, -3%
[30] Cc1cc(C)n(-c2ccnc3cc(Cl)ccc23)n1
  0, 2%, ?, -7%, -4%, nt, -4%, 6%, 0%

Part of the list above in another layout.
no. | mol | IL1B secr inh | HT1080-NT tox | S2 tox | SW480 rerep | HT1080 IDH1KD tx | ATXN2 expr inh | KB-3-1 tox | HepG2 tox | MCF10A rerep
18 | CC(=O)c1ccc(S(=O)(=O)N2CCCCC2C(=O)O)cc1 (configuration not stated) | 6 | 1% | i | -1% | 9% | nt | -3% | -3% | -6%
19 | O=C1C(Cl)=C(Nc2ccc(F)cc2)C(=O)N1CCc1ccccc1 | -148* | 7% | i | -30%[inhibitor] | 0% | 28% | -5% | 0% | 25%
20 | O=c1cc(-c2ccccc2)[nH]n1-c1nc2ccccc2[nH]1 | 13 | 11µM* | ? | ? | 13µM* | ? | ? | -42% | -2%
21 | Cc1ccc(NC(=O)C(C)N2C(=O)c3ccccc3C2=O)cc1C (configuration not stated) | -10 | 3% | i | 4% | 0% | nt | 3% | -16% | 2%
22 | COc1cc(CCC(=O)OCC(=O)c2ccc[nH]2)cc(OC)c1OC | 1 | -6% | i | -8% | -3% | 0% | nt | -19% | -9%
23 | C(/CCc1ccccc1)=N\Nc1nc2ccccc2[nH]1 | 20 | ? | i | ? | ? | nt | 3% | -1% | 5%
24 | O=C(/C=C/c1ccco1)N(Cc1ccccc1)C1CCS(=O)(=O)C1 (configuration not stated) | 17 | 19% | i | 15µM* | 4% | 0% | 6% | 17% | 0%
25 | O=C(O)C1CC=CCC1C(=O)Nc1ccccc1C(=O)N1CCN(c2ccc(Cl)cc2)CC1 (configuration not stated) | -9 | -2% | i | 0% | 0% | -11% | 0% | -25% | 1%
26 | CC(C)N1CCC1(C)C(=O)Nc1cccc(C#N)c1 (configuration not stated) | 34 | 6% | i | nt | ? | 18% | 0% | -2% | nt
27 | CCCCC(=O)Nc1ccc(NC(=O)CC)cc1OC | -9 | 14% | ? | 2% | 13% | -2% | 12% | 10% | -14%
28 | Cc1cccc2c1CC(C)(C)N/C2=C\C(N)=O | -19 | -1% | i | 0% | 0% | -7% | 1% | -7% | 2%
29 | CC1CCCCN1C(=O)NC1CC(=O)N(c2ccc3c(c2)OCCO3)C1 (configuration not stated) | 0 | 13% | i | -6% | 6% | -3% | 7% | -14% | -3%
30 | Cc1cc(C)n(-c2ccnc3cc(Cl)ccc23)n1 | 0 | 2% | ? | -7% | -4% | nt | -4% | 6% | 0%

The listing continues:
Results follow in this order: IL1B secr inh, HT1080-NT tox, S2 tox, SW480 rerep, HT1080 IDH1KD tx, ATXN2 expr inh, KB-3-1 tox, HepG2 tox, MCF10A rerep
[31] CC(C)NC1=C(Cl)C(=O)c2ccccc2C1=O
  -3, ?, ?, 13µM*, 7.1µM*, -16%, ?, 8.9µM*, ?
[32] O=C(CC(=O)N/N=C\c1ccccc1)NCCc1ccccc1
  -6, -1%, i, 18%, 16%, 3%, -6%, -12%, -3%
[33] COc1ccc(CN2CCN(C(=O)c3ccco3)CC2)c(OC)c1OC
  0, 7%, i, -16%, 7%, 10%, -1%, -1%, 17%
[34] O=C(CNC(=O)Cc1cccc2ccccc12)NCc1ccccc1F
  -14, -17%, i, -10%, 9%, -3%, 3%, -5%, ?
[35] CCCN=Cc1sc2ccc(OCC)cc2c1O
  ?, 13%, i, 0%, 16%, 69%[activator], -2%, 12%, ?
[36] CCOC(=O)C1CNc2cc(S(=O)(=O)CC)ccc2O1 (configuration not stated)
  15, 14%, i, -6%, 24%, -18%, -2%, 0%, -4%
[37] O=C(NCC1CCCO1)c1ccc(CS(=O)(=O)Cc2ccc(F)cc2)o1 (configuration not stated)
  -2, 3%, i, 0%[9.22 µM], 1%, -6%, -1%, -6%, -1%
[38] C#CCNC(=O)C1=C[C@@H](c2ccccc2)C[C@@H](OCc2ccc(CO)cc2)O1
  25, 13%, i, ?, 11%, 6%, 6%, -4%, ?
[39] N#Cc1ccccc1OCC(=O)Nc1ccccc1C(=O)NC1CC1
  -1, 4%, i, 7%, -1%, 14%, 18%, 15%, -9%
[40] CCCS(=O)(=O)NCCc1cc2ccc(C)cc2[nH]c1=O
  0, 7%, i, 11%, 0%, 13%, 1%, -4%, ?
[41] COc1ccccc1NC(=O)N1CCCC(CNC(=O)c2ccccc2Cl)C1 (configuration not stated)
  1, 19%, i, -2%, 1%, 10%, -5%, -35%, 0%
[42] CC(C)CN(C(=O)C1CC1)C1CCS(=O)(=O)C1 (configuration not stated)
  20, 22%, i, ?, 12%, -5%, 5%, -7%, ?
[43] O=C(CSc1cn(CCNC(=O)c2ccc3ccccc3c2)c2ccccc12)NCc1ccco1
  ?, -27%, ?, 14%, ?, ?, ?, -34%, 28%
[44] COc1ccc(N(CC(=O)N2CCN(c3ccccc3)CC2)S(=O)(=O)c2c(C)nn(C)c2C)cc1
  nt, nt, i, nt, nt, 11%, -3%, 4%, nt
